Compound activity deposited in PubChem by several laboratories.
KKLEB cytotox – counter-screen for CF NF-kB inhibitors: cytotoxicity; KKLEB CF airway cells viability, ATPlite luminescence, overnight; stronger effect = lower value; cells stimulated with P. aeruginosa culture filtrate; 0.36% of 360,000 active; activity change (cytotoxicity), % at 5 µM;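 active means corrected activity change at or below -50% at 5 µM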
TWEAK-Fn14 inh – TWEAK-Fn14 signaling inhibition | TWEAK-stimulated Fn14 reporter cells, luciferase luminescence, 8 h | inhibition, % at 10 µM | 2% of 360,000 active; in the data active means inhibition above about 50%
NR2E3 ag-1 – activates human photoreceptor nuclear receptor NR2E3. Q9Y5X4. GST-NR2E3/biotin-RetCOR TR-FRET, 1536-well. inhibition of corepressor binding, % at 4.78 µM. 0.12% of 320,000 active. AID 2300;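 active means percent inhibition above the cutoff of mean plus 3 SD of all tested compounds, set per screening campaign, cut at about 20% in these data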;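 further: 0% = DMSO wells and 100% = biotin wells as full block of FRET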
Target sequence (Q9Y5X4 whole entry, looked up): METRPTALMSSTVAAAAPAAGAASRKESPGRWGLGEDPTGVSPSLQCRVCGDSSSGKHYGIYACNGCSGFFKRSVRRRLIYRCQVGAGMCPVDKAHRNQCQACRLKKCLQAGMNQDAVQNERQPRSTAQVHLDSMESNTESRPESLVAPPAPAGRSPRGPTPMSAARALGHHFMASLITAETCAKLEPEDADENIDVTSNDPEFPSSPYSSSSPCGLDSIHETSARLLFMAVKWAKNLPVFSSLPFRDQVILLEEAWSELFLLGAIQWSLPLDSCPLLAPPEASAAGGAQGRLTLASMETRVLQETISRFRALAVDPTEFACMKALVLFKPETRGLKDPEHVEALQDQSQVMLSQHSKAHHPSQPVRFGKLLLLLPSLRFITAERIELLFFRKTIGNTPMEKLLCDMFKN
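Material: NR2E3–RetCOR corepressor complex / Amount: 1.35 nM GST-NR2E3 / Medium: Tris pH 7.5 / Compound: single nominal compound dose of 4.8 µM / Incubation: 5 h at 4 °C / Technique: TR-FRET, Eu(K)-anti-GST donor, streptavidin-D2 acceptor, ex 340, em 617/671 nm / Read-out basis: percent loss of FRET ratio relative to control wells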
MITF TRPM1 inh – inhibitors of MITF-driven TRPM1 promoter in melanoma cells; SK-MEL-5 TRPM1 promoter luciferase, 24 h; AID 488899; inhibition, % at 12.5 µM; 0.83% of 330,000 active;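 active means mean inhibition across replicates of 60% or more, whatever share of single replicates reaches that level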; further: values of inactives mirror those of a sister screen read the other way
TROY NFkB inh – inhibitors of TROY-dependent NF-kB signaling | inhibition, % at 10 µM | AID 1347056 | 0.98% of 360,000 active | Q293 LMP1-TROYcd NF-kB luciferase reporter, 4 h;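 active means compounds whose plate-normalised and pattern-corrected inhibition of the luciferase reporter signal at the single screening dose is 50% or more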
TRAIL sens C8 – caspase-8 TRAIL sensitization; NB7+C8 cells + TRAIL, ATPlite viability luminescence; inhibition (viability loss, TRAIL sensitization), % at 10 µM; 1% of 360,000 active; AID 624354;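 active means compounds causing at least 50% loss of cell viability in the single-dose screen, relative to plate controls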
CF NFkB inh – blocks PAF-induced NF-kB reporter in cystic fibrosis cells. inhibition, % at 5 µM. KKLEB NF-kB-GFP reporter, GFP fluorescence overnight. 0.86% of 360,000 active. AID 588850;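 active means at least 50% inhibition at 5 µM, scaled per plate between neutral and stimulator controls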;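 further: PAF is a Pseudomonas aeruginosa culture filtrate used as stimulus; plate controls were PAF-stimulated DMSO wells for no effect and unstimulated DMSO wells for full effect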
HIF-2a block – blocks HIF-2a reporter activity. 786-0 RCC cells HIF-2a reporter, luciferase luminescence, overnight. inhibition, % at 18.8 µM. 0.72% of 360,000 active. AID 624352;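 active means inhibition of the luminescence signal of 40% or more relative to plate controls, in a single-dose primary screen at 18.75 µM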
Shn3 inh set2 – inhibitors of Schnurri-3 3'UTR reporter in osteoblasts; AID 588674; inhibition, % at 12.5 µM; Clone20 osteoblast Shn3 3'UTR firefly luciferase, 24 h; 0.52% of 360,000 active;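 active means mean inhibition of at least 75% with every replicate also reaching 75%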;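 further: 0% = median of neutral control wells and 100% = pilot-screen positive control compound; some compounds past the cut are filed as inactive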
NR2E3 ag-2 – activates human NR2E3 receptor. Q9Y5X4. CHO-S Gal4-NCOR/VP16-NR2E3 two-hybrid, luciferase. inhibition of corepressor binding, % at 3.98 µM. 0.35% of 360,000 active. AID 602229;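 active means inhibition above the mean of all tested compounds plus 3 SD, cut at about 70% in these data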;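 further: 0% = DMSO with NR2E3 transfected cells and 100% = cells lacking NR2E3 construct; higher means lower luciferase signal from less NR2E3 corepressor binding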
Peg3 prom inh – inhibitors of Peg3 promoter | 1.7% of 360,000 active | HeLa PEG-Prom luciferase reporter, luminescence, overnight | inhibition, % at 20 µM;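 active means inhibition of at least 50% at 20 µM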
* = called active by the depositor; / = no result given. A portion of the library (hit frequency here may not be typical).

SMILES	KKLEB cytotox	TWEAK-Fn14 inh	NR2E3 ag-1	MITF TRPM1 inh	TROY NFkB inh	TRAIL sens C8	CF NFkB inh	HIF-2a block	Shn3 inh set2	NR2E3 ag-2	Peg3 prom inh
O=C(CC[C@H]1O[C@@H](n2cnc3c(NC(=O)c4ccccc4)ncnc32)[C@H](O)[C@@H]1O)NCCCN1CCCC1=O	0	-15	/	/	10	-7	-11	15	19	-19	8
COC(=O)C1(c2ccccc2)NC(c2cccs2)C2C(=O)N(C)C(=O)C21 (stereo unspecified)	-8	-6	2	-11	-4	-8	-2	13	-20	-20	11
CCOc1ccc(Br)cc1/C=N/NC(=O)c1ccncc1	2	-11	0	10	12	5	2	17	4	5	17
O=C(NC1CCCCC1)c1ccc(-c2ccccc2F)o1	-16	14	/	-71	10	25	5	-156	-46	-170	-244
Cc1noc(C)c1S(=O)(=O)N1CCCC(C(=O)Nc2nccs2)C1 (stereo unspecified)	6	4	3	/	-32	-2	-6	2	-20	-14	-1
Cc1ccc(S(=O)(=O)N2CCCCC2)cc1NC(=S)NC(=O)c1ccco1	0	9	-2	8	5	-8	5	-4	3	1	10
O=C(NC(=S)NCCc1ccc(Cl)cc1)c1ccco1	-16	-8	3	11	-30	3	-6	-34	6	-32	-20
O=C(/C=C/c1cccc([N+](=O)[O-])c1)N(c1ccccn1)c1ccccn1	-6	-3	1	12	6	2	5	1	-1	-8	-3
O=C(OCC(=O)c1ccccc1Br)c1ccncc1	14	-11	1	11	-37	4	-4	0	-9	-41	0
COc1ccc(NS(=O)(=O)c2ccc(NC(=O)c3ccc(N(C)S(C)(=O)=O)cc3)cc2)cc1	8	48	-1	10	32	30	5	13	74	-25	18
COc1ccc(NC(=O)CSCC(=O)N(C)CC(=O)Nc2ccc(Cl)c(C(F)(F)F)c2)cc1	12	11	0	-3	9	8	17	-12	13	-8	-1
CCOC(=O)c1c(-c2cccc([N+](=O)[O-])c2)csc1NC(=O)CCCOc1ccccc1OC	-29	3	/	2	2	-3	20	5	4	-21	11
O=C(COC(=O)c1cccc([N+](=O)[O-])c1)NNC(=O)c1cccs1	-5	-7	2	1	-20	4	6	0	-1	-5	-7
c1cncc(-c2csc(NCc3ccco3)n2)c1	-19	0	1	-59	-11	-18	12	-172	4	-59	-103
CCOC(=O)[C@H]1[C@H]2COc3ccc(Cl)cc3[C@@H]2N2C(=O)CN(Cc3ccc(F)cc3)C(=O)[C@@]12C	-11	7	3	4	10	2	-45	4	6	-27	12
O=C(NNC(=S)NC(=O)c1ccccc1)c1cccc([N+](=O)[O-])c1	2	17	-3	-10	-12	4	8	-1	-16	-2	1
COCCn1c(=NC(=O)CCS(=O)(=O)c2ccccc2)sc2cc(C)ccc21	7	-5	-2	6	6	-2	2	8	10	-3	27
O=c1c2ccccc2nc2n1CCc1c-2[nH]c2ccccc12	30	16	1	-37	-55	16	-3	-290	-132	-104	-333
O=C(Nc1cccc(C(F)(F)F)c1)N1CCN(C(=O)Nc2cccc(C(F)(F)F)c2)CC1	-2	14	3	12	9	11	-8	-11	-13	-7	0
Nc1nc(CSc2nc3ccccc3s2)nc(N2CCOCC2)n1	-8	-16	0	-9	12	0	10	-23	21	-14	-11
CCN1C(=O)C2(C(C#N)=C(N)Oc3n[nH]c(C(C)C)c32)c2ccccc21 (stereo unspecified)	-4	-5	-2	3	9	11	7	-14	8	-22	8
CCN1CCN(C(=S)Nc2sc(C)c(-c3ccccc3)c2C(=O)OC)CC1	19	-18	-1	1	-6	10	-12	-10	0	-16	18
O=C(CCCN1C(=O)/C(=C/c2ccccc2)SC1=S)Nc1cccc(O)c1	-9	30	2	-9	0	0	8	73*	0	8	78*
COC(=O)CCCC(=O)Nc1ccc(Cl)c(Cl)c1	4	5	6	-14	-6	-5	-13	-20	-6	-8	-30
CCOC(=O)CSC1=NC(=O)CS1	9	6	0	30	16	6	-4	4	7	4	-4

Six structures already listed, arranged by heavy-atom count, descending:
SMILES	KKLEB cytotox	TWEAK-Fn14 inh	NR2E3 ag-1	MITF TRPM1 inh	TROY NFkB inh	TRAIL sens C8	CF NFkB inh	HIF-2a block	Shn3 inh set2	NR2E3 ag-2	Peg3 prom inh
O=C(CC[C@H]1O[C@@H](n2cnc3c(NC(=O)c4ccccc4)ncnc32)[C@H](O)[C@@H]1O)NCCCN1CCCC1=O	0	-15	/	/	10	-7	-11	15	19	-19	8
CCOC(=O)c1c(-c2cccc([N+](=O)[O-])c2)csc1NC(=O)CCCOc1ccccc1OC	-29	3	/	2	2	-3	20	5	4	-21	11
Cc1ccc(S(=O)(=O)N2CCCCC2)cc1NC(=S)NC(=O)c1ccco1	0	9	-2	8	5	-8	5	-4	3	1	10
Cc1noc(C)c1S(=O)(=O)N1CCCC(C(=O)Nc2nccs2)C1 (stereo unspecified)	6	4	3	/	-32	-2	-6	2	-20	-14	-1
CCOc1ccc(Br)cc1/C=N/NC(=O)c1ccncc1	2	-11	0	10	12	5	2	17	4	5	17
c1cncc(-c2csc(NCc3ccco3)n2)c1	-19	0	1	-59	-11	-18	12	-172	4	-59	-103

The main list resumes with the 4 entries that preceded the break.
SMILES	KKLEB cytotox	TWEAK-Fn14 inh	NR2E3 ag-1	MITF TRPM1 inh	TROY NFkB inh	TRAIL sens C8	CF NFkB inh	HIF-2a block	Shn3 inh set2	NR2E3 ag-2	Peg3 prom inh
CCN1CCN(C(=S)Nc2sc(C)c(-c3ccccc3)c2C(=O)OC)CC1	19	-18	-1	1	-6	10	-12	-10	0	-16	18
O=C(CCCN1C(=O)/C(=C/c2ccccc2)SC1=S)Nc1cccc(O)c1	-9	30	2	-9	0	0	8	73*	0	8	78*
COC(=O)CCCC(=O)Nc1ccc(Cl)c(Cl)c1	4	5	6	-14	-6	-5	-13	-20	-6	-8	-30
CCOC(=O)CSC1=NC(=O)CS1	9	6	0	30	16	6	-4	4	7	4	-4
Cc1ccccc1OCc1nnc(SCC(=O)O)n1-c1cccc(Cl)c1	-10	-4	0	-1	20	-6	-11	16	-6	23	-1
CCOc1ccc(NS(=O)(=O)c2ccc3[nH]c(=O)c(=O)[nH]c3c2)cc1	3	-3	-2	-1	-5	-1	-15	12	-6	-17	8
O=C1/C(=C\c2ccco2)SC(=S)N1c1ccc(O)cc1	2	10	2	-5	7	-7	-12	-42	8	-1	-26
O=C(O)CCN1C(=O)/C(=C\c2ccc(-c3nc4ccccc4s3)o2)SC1=S	13	-2	1	-13	-2	4	-8	-99	-13	-54	-67
Cc1ccc2c(c1)N(CC(=O)NCc1ccco1)C(=O)C(C(C)C)O2 (stereo unspecified)	5	-5	2	-4	-7	9	6	3	1	-14	6
Cc1ccc(Cn2ccc(NC(=O)c3cc(-c4ccc(Cl)cc4)on3)n2)cc1	4	-14	2	-5	12	-24	3	7	-8	7	3
COc1cccc(-c2cnc(C(O)c3ccc(-c4ccccc4)cc3)[nH]2)c1 (stereo unspecified)	10	23	/	/	31	9	-2	-8	0	-62	20
COC(=O)c1ccc(CN2C(=O)NC3(CCC(C)CC3)C2=O)o1 (stereo unspecified)	7	-6	0	13	-3	1	1	-8	8	-8	8
S=C(Nc1ccc(Nc2ccccc2)cc1)N1CCN(c2ncccn2)CC1	5	8	-4	3	7	1	12	12	-5	-3	8
CCOc1ccc(C2=C(C=Nc3c(C)n(C)n(-c4ccccc4)c3=O)C(c3ccc(F)cc3)c3ccccc3O2)cc1 (stereo unspecified)	-12	-4	2	9	5	-2	8	8	27	-2	10
Cc1cccc(C)c1NC(=O)CSc1ncnc2[nH]ncc12	0	22	/	-4	-2	-2	-5	18	-6	-5	-15
Cc1cccc[n+]1CC(=O)Nc1cccc([N+](=O)[O-])c1	8	3	-2	-4	-30	1	2	12	-4	8	1
Cc1nnc(NCCc2ccccc2)[nH]c1=O	-5	11	0	6	-12	1	1	-10	-5	-4	0
Cc1ccc2nc(-c3ccncc3)cc(C(=O)NCCc3ccc(F)cc3)c2c1	-12	-42	1	9	4	15	3	22	17	7	24
CCOc1c2ccc(C(=O)NCCc3ccc(C)cc3)cc2nn1CC	6	-17	2	-6	-15	-7	-5	-24	-6	-3	-31
O=C(c1ccccc1)c1ccc2nc(Nc3ccccc3)c3nncn3c2c1	6	-40	-2	-16	1	19	-29	-11	-7	10	-10
COc1ccccc1CNC(=O)COC(=O)c1ccc(N2CCCC2=O)cc1	7	-12	2	4	2	-5	-6	1	-8	11	-6
COc1ccccc1C1N=C(c2ccccc2C)NO1 (stereo unspecified)	-13	-7	0	-64	-22	13	-10	-250	-122	-100	-384
O=C(C1CCCN(S(=O)(=O)c2ccc(F)cc2)C1)N1CCCCC1 (stereo unspecified)	-2	3	0	1	6	-7	14	4	-4	-8	-15
Cc1ccc(C(=O)NCC(=O)NCC(c2cccs2)N2CCOCC2)cc1C (stereo unspecified)	21	3	1	-6	-25	0	-3	-11	-11	25	1
OCc1nc2ccccc2n1Cc1ccc(Cl)cc1	-16	5	7	5	-17	-21	19	7	14	21	9
CCN(CC)c1ccc(NC(=O)OC)cc1	8	5	-1	14	-23	-3	-1	-35	-8	-11	-13
CC1CCN(S(=O)(=O)c2ccc3[nH]c(=O)[nH]c3c2)CC1	0	27	2	3	-4	-5	12	12	-12	-35	6
CC(C(=O)Nc1ccc(C#N)cc1)N(C)CC(=O)Nc1cccc(F)c1 (stereo unspecified)	8	-5	0	9	23	-6	-4	17	-43	16	5
C[C@H]1CN=C(Nc2ccccc2)N1CC1CCCCCC1	-9	3	6	0	-2	16	9	-10	17	-11	-17
COc1ccc(-c2cc(=O)oc3cc(OC(C)C(=O)NCCCn4ccnc4)ccc23)cc1 (stereo unspecified)	-9	5	-1	15	5	12	3	8	13	-25	18

Records listed above marked active in HIF-2a block.
canonical_smiles,TWEAK-Fn14 inh,NR2E3 ag-1,MITF TRPM1 inh,CF NFkB inh,HIF-2a block,Shn3 inh set2,NR2E3 ag-2,Peg3 prom inh
O=C(CCCN1C(=O)/C(=C/c2ccccc2)SC1=S)Nc1cccc(O)c1,30,2,-9,8,73*,0,8,78*
